Screening results: PubChem BioAssay, several laboratories
Rac1 GTP hydrolysis – MgcRacGAP GTPase-activating activity inhibitors, confirmation, biochemical, ADP Hunter fluorescence. MgcRacGAP-stimulated Rac1 GTP hydrolysis, ADP Hunter fluorescence; higher % means a stronger effect; GST-tagged Rac1 F28L mutant substrate. inhibition, % at 30 µM, or IC50 in µM where a hit was titrated. actives 0.6% (n = 340,000). AID 624330, 2012;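 active = first-screen hits whose inhibition reached a set limit at any dose in the follow-up dose series; inconclusive = inhibition above the set first-screen limit but never retested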;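 also: fluorescence reports GDP produced by GAP-driven GTP hydrolysis; strong numbers were not always called active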
b-catenin transl – modulators of beta-catenin nuclear translocation, primary screen, imaging, HeLa cells, immunofluorescence, high-content. actives 0.3% (n = 190,000). AID 1665, 2009. nuclear translocation activity, % at 5 µM;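 active = nuclear translocation activity above 50% at 5 µM, with a well cell count of 50 or more; inconclusive = wells under 50 cells across six images, flagged as toxic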;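 also: per-cell ratio of nuclear to cytoplasmic median beta-catenin stain intensity; plate controls were DMSO negative control for no effect and GSK-3 inhibitor IX positive control for full effect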
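Assay system: human HeLa cells, native beta-catenin; doses: 5 µM primary, 0.02–20 µM confirmation; incubation: compound treatment 24 h, 37°C, 5% CO2; technique: fluorescence imaging of beta-catenin antibody stain plus DAPI; measure: % activation, nuclear-to-cytoplasmic median beta-catenin signal ratio per cell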
RSV antiviral HEp-2 – RSV antiviral activity via CPE protection, HEp-2 cells, primary 10 µM value included (AID 2391) | HEp-2 cells, RSV-induced CPE inhibition; higher % means a stronger effect | CPE inhibition, % at 10 µM; hits with a dose series show IC50 in µM | actives 0.13% (n = 310,000); in the data active = a potency from the dose series; inconclusive = CPE inhibition mostly from about 23% at the one dose, without a potency; inactive = the rest, 99 in 100 with CPE inhibition below about 21%; also: strong numbers were not always called active
Myeloid diff MLP – induction of myeloid progenitor differentiation, primary screen, cell-based, flow cytometry, MLPCN library | ER-HoxA9 myeloid progenitors, lysozyme-GFP differentiation | calls only at 10 µM | actives 1% (n = 360,000) | AID 624256, 2012;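 active = normalized GFP-positive differentiation at or above the plate's own cutoff, the solvent-only control mean plus 3 SD; inconclusive = no clear call, values can overlap the other calls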;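 also: cells exposed to compound for four days before flow analysis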
T cell HTS – modulators of CD8 T cell-vesicle binding, primary screen, mouse 2C CD8+ T cells, flow cytometry; 2C CD8+ T cell-vesicle binding; stronger effect = lower value; calls only at 7 µM; actives 0.068% (n = 330,000); AID 2052, 2009;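 active = response, share of CD8 T cells binding vesicles, and their 90th percentile fluorescence all below set limits, cut at about 80% in these data, passing the limit was not always enough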
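Assay system: 2C TCR transgenic mouse naive CD8+ T cells, MACS-purified | Read-out: CD8+ gate FL2 mean fluorescence as % of same-row positive control | Signal: High-throughput flow cytometry with anti-B7-1 and anti-CD8 staining | Timing: Binding step 1.5 h, 37 °C, antibody labelling 20 min, ice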
West Nile virus CPE – West Nile virus antiviral activity, cell-based, CPE readout (AID 1621); West Nile virus-infected cells, CPE inhibition; higher % means a stronger effect; CPE inhibition, % at 10 µM, or IC50 in µM where a hit was titrated; actives 0.02% (n = 290,000); in the data active = a potency from the dose series; inconclusive = CPE inhibition mostly from about 3.7% at the one dose, without a potency; inactive = the rest, 99 in 100 with CPE inhibition below about 2.2%; also: strong numbers were not always called active
Large T inhibition – SV40 large T antigen inhibitors, biochemical (AID 1903); actives 0.39% (n = 310,000); SV40 large T antigen ATPase/helicase inhibition assay; higher % means a stronger effect; inhibition, % at 20 µM; hits with a dose series show IC50 in µM; in the data active = a potency from the dose series; inconclusive = inhibition mostly from about 32% at the one dose, without a potency; inactive = the rest, 99 in 100 with inhibition below about 32%; also: strong numbers were not always called active
PhoP inhibition – inhibitors of PhoP regulon expression, primary screen, Salmonella Typhimurium, GFP reporter (AID 1863); S. Typhimurium PhoP-regulated promoter GFP reporter, 4 h; higher % means a stronger effect; actives 0.16% (n = 300,000); one-dose inhibition, % at 50 µM; IC50 in µM for titrated hits;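 active = inhibition over 29.93%, a cutoff 3 SD above the screen mean, later confirmed by dose response; inconclusive = inhibition over 29.93% but no dose response follow-up; inactive = inhibition at most 29.93% or unconfirmed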;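 also: 0% = low Mg2+ inducing control and 100% = high Mg2+ repressing control; strong numbers were not always called active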
WT yeast gro inh – growth inhibition of WT strain, primary screen, mitochondrial fusion inhibitor project, WT and mutant strains, chemical genetic | mitochondrial fusion phenotypic screen | inhibition, % at 10 µM | actives 2.1% (n = 190,000); in the data active = inhibition above about 58%; tested in S. cerevisiae
WT yeast gro inh mutant strain – recorded beside WT yeast gro inh, whose call it bears; inhibition, %; mitochondrial fusion phenotypic screen, mutant strain inhibition
b-catenin transl cell count 5 µM – further read-out of b-catenin transl, marked with its call; cell count; measured here: cell count, cytotoxicity flag
T cell HTS vesicle-bound % – further read-out of T cell HTS, marked with its call; double positive events, %; measured here: CD8+ vesicle-bound cell fraction;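 binding gate set so that unloaded-vesicle control wells show 10% double positive cells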
Myeloid diff MLP GFP+ MAC1+ % – second read-out of Myeloid diff MLP, no call of its own (marks repeat the call); GFP+ MAC1+ double positive, %; measured here: differentiation confirmed by MAC1 staining
Numbers without * were called inactive; i = inactive; ? = inconclusive; . = no result given. These rows are one share of the data (hit frequency here may not be typical).

molecule	Rac1 GTP hydrolysis	b-catenin transl	b-catenin transl cell count 5 µM	RSV antiviral HEp-2	Myeloid diff MLP	Myeloid diff MLP GFP+ MAC1+ %	T cell HTS	T cell HTS vesicle-bound %	West Nile virus CPE	Large T inhibition	PhoP inhibition	WT yeast gro inh	WT yeast gro inh mutant strain
O=C1c2ccccc2C2(c3ccc(Cl)cc3)NCCN12 (stereo not drawn)	7%	-8.5	1005	2.1%	i	0.1	i	22	.	9%	-10%	11	-5
COc1ccc(-n2c(/C=C/c3ccc(O)c(O)c3)nc3ccccc3c2=O)cc1	?	.	.	5.6%	i	3.7	i	19	-0.7%	56µM*	1%	.	.
Cc1ccc2cc3cc(C(=O)N4CCC5(CC4)OCCO5)oc3nc2c1	4%	.	.	11%	i	0.6	i	59	0.2%	0%	-7%	-3	-7
CCOS(C)(=O)=O	4%	.	.	1.5%	i	1.2	i	28	.	.	.	.	.
Oc1ccc(Cl)cc1Cc1cc(Cl)ccc1O	3%	5.0	396	-2.8%	i	1.2	i	58	-0.1%	6%	37µM*	82	86
COc1ccc(CC(C)Nc2cccc(F)c2)cc1 (stereo not drawn)	7%	.	.	2.4%	i	0.3	i	45	0.1%	2%	9%	.	.
Cn1c(O)c(C(=Nc2ccc(F)cc2)c2ccccc2)c(=O)n(C)c1=O	7%	0.7	1228	.	i	0.7	i	48	-0.7%	12%	-17%	.	.
COC(=O)C1=CO[C@@H](C)[C@H]2CN3CC[C@]4(C(=O)Nc5ccccc54)[C@@H]3C[C@H]12	4%	.	.	.	i	2.9	i	41	-0.4%	16%	3%	.	.
CCCc1[nH]nc2c1C1(C(=O)N(Cc3ccccc3)c3ccccc31)C(C(=O)OC)=C(N)O2 (stereo not drawn)	4%	0.4	1006	4.0%	i	0.7	i	41	-1.1%	11%	3%	-8	-9
COc1cccc(C(=O)C2CCCN(Cc3ccccn3)C2)c1 (stereo not drawn)	7%	0.4	1129	1.2%	i	0.5	i	51	0.3%	6%	-9%	10	11
CC(C)OC(=O)Cc1ccccc1	3%	.	.	0.7%	i	3.4	i	27	.	.	.	.	.
CN(C)C(=O)Oc1ccc(OC(=O)c2ccccc2)cc1	14%	-1.7	1060	5.2%	i	6.0	i	29	0.5%	19%	3%	3	-15
COC(=O)C1=C(c2cc3ccccc3s2)C[C@@H]2CC[C@H]1N2C(=O)NC1CCCCC1	6%	.	.	4.3%	i	6.0	i	49	-1.1%	20%	-13%	.	.
CCOc1cc2c(cc1OCC)-n1cccc1C(c1cccc(F)c1F)NC2 (stereo not drawn)	10%	.	.	0.6%	i	0.1	i	62	-0.9%	17%	-1%	.	.
Cc1cc(=O)oc2c(C)c(OCC(=O)N3CCN(Cc4ccc5c(c4)OCO5)CC3)ccc12	11%	.	.	2.1%	i	1.8	i	9	-0.2%	30%	-11%	.	.
CN(C)C(Cc1ccc(C#N)cc1)C(=O)c1ccccc1 (stereo not drawn)	7%	-0.8	1035	0.8%	i	0.6	i	51	0.1%	4%	7%	-3	1
Cc1cc(S(=O)(=O)NC(C)C)ccc1OCC(=O)N1CCN(Cc2ccc3c(c2)OCO3)CC1	-1%	0.6	844	1.4%	i	6.0	i	26	-1.3%	2%	16%	-16	-10
CC1(C)CN=C(Nc2ccc(F)c(Cl)c2)S1	0%	0.1	1345	0.8%	i	0.7	i	14	-0.6%	9%	-1%	.	.
c1ccc(C2N3CCCN23)cc1 (stereo not drawn)	1%	-0.5	1031	0.2%	i	1.3	i	25	-0.1%	10%	-5%	-3	10
CC12CN3CC(C)(CN(C1)C31CCOCC1)C2=O	15%	-1.3	1223	0.2%	i	0.6	i	55	0.2%	2%	-4%	0	-5
Fc1ccc(C2=CCN(C(c3ccc(Cl)cc3)c3nnnn3Cc3ccccc3)CC2)cc1 (stereo not drawn)	4%	-0.1	950	5.3%	i	0.0	i	21	-1.0%	4%	8%	25	-6
OC(CN1CCC(c2c[nH]c3ccccc23)CC1)C(F)(F)F (stereo not drawn)	4%	.	.	0.5%	i	1.2	i	35	-0.2%	26%	4%	.	.
CC(C)CN1CCN(Cc2ccc(C(F)(F)F)cc2)CC1CCO (stereo not drawn)	11%	1.8	1332	-2.6%	i	0.7	i	29	0.1%	9%	-8%	.	.
CCCCn1c(O)c(/C=N/NC(=O)c2ccncc2)c(=O)[nH]c1=O	6%	0.0	1137	0.4%	i	0.3	i	25	0.5%	-2%	-14%	.	.
N[C@@H]1C[C@H]1c1ccccc1	4%	.	.	-0.7%	i	3.5	i	14	.	4%	-3%	.	.
CC(=O)OC(C)(C)/C=C/C(=O)[C@](C)(O)[C@H]1[C@H](O)C[C@@]2(C)[C@@H]3CC=C4[C@H](C[C@H](O)C(=O)C4(C)C)[C@]3(C)C(=O)C[C@]12C	6%	.	.	.	?	.	.	.	?	22%	-5%	5	-10
CCOC(=O)C1CCN(/C=C2/C(=O)NC(=O)N(Cc3ccco3)C2=O)CC1	14%	1.9	1274	1.4%	i	0.5	i	17	0.0%	27%	-3%	10	1
Fc1ccccc1CNCCc1c[nH]c2ccccc12	30%	.	.	-0.3%	i	0.3	i	29	-0.8%	6%	18%	.	.
CCCCCCCCCOc1ccc2[nH]cc(CCN)c2c1	.	19	733	.	.	.	.	.	-1.6%	10%	-5%	97*	94*
C=CCn1c(O)c(C(CC)=NC(C)c2ccccc2)c(=O)[nH]c1=O (stereo not drawn)	6%	-0.6	1323	-0.3%	i	1.2	i	27	0.5%	10%	-2%	-5	2
O=C1NC(=O)N(c2cccc(Cl)c2)C(=O)/C1=C\c1ccc(Sc2nc3ccccc3[nH]2)o1	?	20	1158	1.9%	i	0.4	i	50	0.9%	66µM*	-14%	16	10
CC(C)(O)[C@H]1O[C@H]2CC[C@@]3(C)[C@@](O)(CC[C@H]4Cc5c([nH]c6ccccc56)[C@@]43C)C2=CC1=O	.	1.8	1043	16%	.	.	i	13	0.8%	0%	-10%	74*	21*
COc1ccc(OC)c(CC(=O)O)c1	5%	-3.3	780	1.6%	i	8.8	i	34	1.7%	-2%	-20%	-21	0
CCC(C)n1c(O)c(C=Nc2cccc(C(F)(F)F)c2)c(=O)[nH]c1=S (stereo not drawn)	-2%	-0.8	563	2.2%	i	0.8	i	22	-0.3%	16%	7%	16	-11
CC(=O)N1CCN(CCN=Cc2c(O)n(-c3ccc(F)cc3)c(=S)[nH]c2=O)CC1	7%	.	.	1.1%	.	.	i	52	0.3%	10%	5%	.	.
O=S(=O)(c1ccc(F)cc1)N1CN2CCN(C2)C1	3%	.	.	1.4%	?	.	i	57	-0.1%	24%	10%	.	.
CCC(=O)c1ccc(OC(=O)N(C)c2ccccc2)cc1	.	0.1	1492	2.1%	i	0.1	i	45	-0.4%	16%	10%	3	8
CCOc1ccccc1-n1c(O)c(C=NCc2ccc3c(c2)OCO3)c(=O)[nH]c1=O	9%	-2.9	1002	0.5%	i	0.8	i	22	-0.1%	11%	-4%	-4	5
CN1C(=O)C(C2(C#N)CCCCC2)C(=O)N(C)C1=O	-4%	-1.4	1119	2.4%	i	7.2	i	40	0.5%	-9%	-6%	11	6
NCCCN1CCN(c2ccccc2)CC1	4%	-1.6	1247	-2.3%	i	0.3	i	6	0.2%	26%	-5%	.	.
COc1cccc(CN2CCNCC2)c1	7%	.	.	3.4%	i	0.4	i	64	1.0%	7%	0%	.	.
CCC(C)N1C(=O)NC(=O)C2(Cc3c(ccc4ccccc34)N(C)C2)C1=O (stereo not drawn)	19%	-3.7	823	1.8%	i	1.1	i	33	1.7%	37%	-5%	14	18
Cc1ccc(C2=NN(CCC(=O)N3CCC4(CC3)OCCO4)C(=O)CC2)cc1	7%	0.5	1047	3.2%	i	1.2	i	35	0.2%	12%	-10%	-6	6
CC1=NN=C(c2ccc(N)cc2)c2cc3c(cc2C1)OCO3	11%	.	.	-0.6%	i	3.1	i	71	.	7%	1%	.	.
O=C(c1ccc2c(c1)OCO2)N1CCC2(CC1)OCCO2	8%	5.3	1054	1.1%	i	6.1	i	37	0.3%	8%	4%	16	-2
COc1ccc(NC2(C#N)CCCCC2)cc1	11%	6.0	722	0.2%	i	0.5	i	22	-0.2%	4%	6%	-24	-23
Cc1[nH]c2ccccc2c1C(=O)C(=O)N1CC2CC(C1)c1cccc(=O)n1C2 (stereo not drawn)	0%	-6.8	1170	-1.0%	i	3.6	i	43	-0.1%	4%	2%	5	-15
O=C(O)c1ccccc1-c1ccc(C=C2C(=O)N(c3ccccc3)C(=S)N(c3ccccc3)C2=O)o1	105µM*	.	.	1.1%	i	0.6	i	66	0.1%	22%	0%	.	.
CCCCOC(=O)c1ccccc1C(=O)OCCCC	3%	.	.	-0.5%	i	0.6	i	16	.	.	.	.	.
COc1ccc(C(=O)C2CCCN(Cc3cnc(C)s3)C2)cc1OC (stereo not drawn)	2%	0.4	1049	-0.4%	i	1.0	i	55	-0.6%	7%	-8%	-9	-5
Cc1ccc2nc3c(cc2c1)CC1(C(=O)N(C)C(=O)N(C)C1=O)C1CCCCN31 (stereo not drawn)	8%	-5.1	1082	2.1%	i	0.5	i	29	-1.1%	18%	-14%	-5	-3
Cc1ccc(N)c(C)c1	2%	.	.	0.9%	i	1.7	i	30	.	.	.	.	.
